12-LOX inh: blocks human arachidonate 12S-lipoxygenase | P18054 | purified 12hLO, xylenol orange hydroperoxide absorbance | Potency, µM (top dose mostly 108 µM), for the others: top-dose activity change, negative = inhibition, hits mostly inhibitors | actives 1.1% (n = 580,000) | AID 1671190; also: % is scaled to controls: 0 for no effect and ±100 for the full control effect
Target sequence (P18054 whole entry, looked up): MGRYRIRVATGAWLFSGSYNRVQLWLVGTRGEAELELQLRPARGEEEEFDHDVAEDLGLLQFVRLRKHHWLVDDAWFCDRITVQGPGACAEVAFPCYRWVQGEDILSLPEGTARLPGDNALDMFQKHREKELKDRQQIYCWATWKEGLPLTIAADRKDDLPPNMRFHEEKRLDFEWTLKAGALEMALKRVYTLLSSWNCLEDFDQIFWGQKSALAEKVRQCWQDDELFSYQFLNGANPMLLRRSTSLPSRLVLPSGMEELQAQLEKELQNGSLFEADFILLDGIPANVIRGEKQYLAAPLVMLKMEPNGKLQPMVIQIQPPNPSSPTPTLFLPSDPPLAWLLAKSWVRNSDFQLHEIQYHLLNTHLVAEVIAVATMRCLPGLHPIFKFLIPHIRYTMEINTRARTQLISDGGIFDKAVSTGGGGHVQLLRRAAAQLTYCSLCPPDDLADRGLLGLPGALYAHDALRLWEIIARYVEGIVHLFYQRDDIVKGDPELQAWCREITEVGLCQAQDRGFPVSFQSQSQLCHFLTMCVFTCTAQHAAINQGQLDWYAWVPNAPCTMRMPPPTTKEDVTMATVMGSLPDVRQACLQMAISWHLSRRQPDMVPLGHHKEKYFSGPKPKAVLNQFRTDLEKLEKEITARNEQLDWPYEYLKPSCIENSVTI
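Purified human 12hLO at 150 nM in 25 mM Hepes, 0.01% Triton X-100, pH 7.0, preincubated 15 min at room temperature with compound. Reaction started with 40 uM arachidonic acid, 30 min at room temperature. Hydroperoxide measured by Fe-xylenol orange, 573/405 nm absorbance ratio.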
TrxR1 inh: rat TrxR1 inhibition; O89049; recombinant rTrxR1, NADPH fluorescence consumption, selenite substrate; Potency, µM (titrated, usually from 114 µM), for inactives: at the highest dose activity change, negative = inhibition, usual class: inhibitors; actives 1% (n = 390,000); AID 588453; also: % is scaled to controls: 0 for no effect and ±100 for the full control effect; nearly all actives have a fitted effect of over 65% in size
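Rat TrxR1 (90 nM in the dispensed reagent) was pre-reduced with 400 uM NADPH for 5 min at room temperature, then incubated with compound for 15 min. After 400 uM selenite was added, NADPH fluorescence (Ex 340/Em 450 nm) was followed for 8 min.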
PGK inhibitor: inhibitors of T. brucei phosphoglycerate kinase. PGK/GAPDH coupled, Kinase-Glo luminescence, 60 min. Potency, µM (titrated, usually from 57.5 µM), for inactives: at the top dose activity change, negative = inhibition, actives largely listed as inhibitors. actives 0.043% (n = 380,000); also: % is scaled to controls: 0 for no effect and ±100 for the full control effect; nearly all actives have a fitted effect of over 60% in size
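Recombinant glycosomal PGK reaction used 1,3-bisphosphoglycerate generated in-well by GAPDH (100nM final) in 100mM TEA pH 7.6, 5mM MgCl2, 0.01% Tween-20. After 60 minutes at room temperature, ATP was read by Kinase-Glo Plus luminescence end-point.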
JMJD2A Tudor: blocks the human JMJD2A Tudor domain; actives 4.4% (n = 390,000); Potency, µM (top dose mostly 114 µM), for inactives: at the top dose activity change, negative = inhibition, usual class: inhibitors; AlphaScreen JMJD2A-Tudor / H3K4me3 peptide binding; AID 504339; also: % is scaled to controls: 0 for no effect and ±100 for the full control effect; nearly all actives have a fitted effect of over 50% in size
HP1b chromo inh: HP1-beta chromodomain-methylated histone interaction inhibition | AlphaScreen HP1-beta / biotin-H3K9me3 peptide binding | actives 0.56% (n = 390,000) | Potency, µM (series often up to 114 µM), for the others: top-dose activity change, negative = inhibition, actives largely listed as inhibitors | P83916 | AID 540317; also: nearly all actives have a fitted effect of over 70% in size; inactives centre near 23
Target sequence (P83916 whole entry, looked up): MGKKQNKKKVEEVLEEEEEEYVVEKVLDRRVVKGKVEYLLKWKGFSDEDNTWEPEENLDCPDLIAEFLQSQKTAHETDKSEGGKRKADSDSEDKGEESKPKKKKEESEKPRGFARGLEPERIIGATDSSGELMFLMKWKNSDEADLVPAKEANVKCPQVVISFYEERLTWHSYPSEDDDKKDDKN
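HP1-beta protein (50 nM final) preincubated 30 min at room temperature with biotinylated H3(1-18)K9me3 peptide (50 nM) in PBS pH 7.4, 0.01% Tween-20, then compound added for 30 min. AlphaScreen streptavidin donor/nickel chelate acceptor beads (10 ug/mL final), 30 min dark, luminescence read.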
Pin1 inh: human Pin1 inhibition; Q13526; Pin1 FP peptide displacement, HiFluor488, 10 min; Potency, µM (series often up to 115 µM), for the others: at the highest dose activity, negative = inhibition, usual class: inhibitors; actives 0.009% (n = 390,000); AID 504891; active = well fitted inhibition curve with a large enough effect in the polarisation, with a control signal flat, not every such curve was filed as active; inconclusive = small, poorly fitted or top-dose-only effect, or effect the other way, or a change in a side signal; inactive = no such curve, though single readings can be large or run the other way; the % refers to the polarisation; also: % is scaled to controls: 0 for no effect and ±100 for the full control effect
RGS4 inhibitor: inhibitors of human regulator of G protein signaling 4 | Transcreener GDP fluorescence polarization, RGS4-accelerated GTP hydrolysis | Potency, µM (highest dose often 114 µM), inactives show at the top dose activity change, negative = inhibition, most hits filed as inhibitors | actives 0.039% (n = 390,000); also: % is scaled to controls: 0 for no effect and ±100 for the full control effect; nearly all actives have a fitted effect of over 75% in size; some results filed as inactive show a strong effect at the top dose
Target sequence (P49798 whole entry, looked up): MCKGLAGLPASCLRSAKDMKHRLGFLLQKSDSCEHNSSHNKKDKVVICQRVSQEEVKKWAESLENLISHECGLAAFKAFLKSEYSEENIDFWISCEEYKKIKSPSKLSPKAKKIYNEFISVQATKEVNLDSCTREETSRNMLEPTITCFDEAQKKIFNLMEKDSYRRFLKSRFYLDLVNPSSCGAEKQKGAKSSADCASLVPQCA
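MLSMR compounds (23 nl, pin-transferred) preincubated 10 min at room temperature with a 500nM (2x) first reagent, then RGS4 at 900nM (2x) plus Transcreener GDP mix added; fluorescence polarization (620/688 nm) read before and after 90 min at 30 °C.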
ERG Ets-DNA blk: ERG Ets/DNA interaction inhibition | AID 624246 | actives 0.028% (n = 370,000) | P11308 | Potency, µM (doses to about 76.9 µM), without a hit: at the highest dose FP activity, negative = inhibition, hits mostly inhibitors | fluorescence polarization, His-ERG Ets domain / labelled DNA; active = well fitted inhibition curve with a large enough effect in the polarisation, with a control signal flat; inconclusive = small, poorly fitted or top-dose-only effect, or effect the other way, or a change in a side signal; inactive = no such curve, though single readings can be large or run the other way; the % refers to the polarisation;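 also: polarization taken with two DNA probes labelled with fluorescein and Texas red; % of control where 0% means no effect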
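His-tagged ERG Ets domain (1 uM in the protein solution; 300mM KCl, 50mM Tris-HCl, 1mM EDTA, 1mM DTT, pH 7.5) received compound, then a probe mix of 5 nM fluorescein-DNA and 100nM Texas-615-DNA. Fluorescence polarization was read for both dyes.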
GLS inhibitor: glutaminase GLS (human) inhibition | AID 624170 | GLS enzymatic activity, qHTS titration | Potency, µM (series often up to 45.5 µM), for inactives: at the highest dose activity change, negative = inhibition, actives largely listed as inhibitors | actives 0.21% (n = 410,000) | O94925; also: % is scaled to controls: 0 for no effect and ±100 for the full control effect
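Two-point fluorescence kinetic (t0, 30 min RT) for hKGA; glutamate detected via glutamate oxidase–HRP–Amplex Red. Substrate: 1 mM L-glutamine solution; buffer 45 mM KH2PO4, pH 8.2.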
Numbers without * were called inactive; i = inactive; ? = inconclusive; . = no result given; [ ] = dose if it differs, or a comment. Unless noted, calls follow the shape of the dose curve; as a rule, active = well fitted curve in the direction sought with a large enough effect; inconclusive = small, poorly fitted or top-dose-only effect, or another doubt; inactive = no such curve, though single readings can be large; an effect the other way counts as inactive or inconclusive. Potency is read from the fitted curve at half-maximal effect.

SMILES	12-LOX inh	TrxR1 inh	PGK inhibitor	JMJD2A Tudor	HP1b chromo inh	Pin1 inh	RGS4 inhibitor	ERG Ets-DNA blk	GLS inhibitor
COc1ccc(CC(=O)Nc2ccc(S(=O)(=O)Nc3ncccn3)cc2)cc1	?	7%[57.1 µM]	3%	-12%[11.4 µM]	1%	-8%	-13%[11.4 µM]	-7%	0%
CC(NCC(O)COCc1ccc(Cl)cc1)c1ccccc1 (stereo unspecified)	-21%	-3%	i	-13%	32%	0%	16%	2%	?
O=C(O)Cc1csc2ccccc12	496%[activator]	-10%	2%	15%	21%	-1%	7%	-4%	15%
N=c1n(CC(=O)c2ccc(Br)s2)c2ccccc2n1Cc1ccccc1	?	0%	2%	-16%	32%	-5%	12%	-4%	3%
COc1ccc(C(C(=O)NC(C)(C)C)N(Cc2ccc(F)cc2)C(=O)CCC(=O)Nc2cc(C)on2)cc1 (stereo unspecified)	-39%	20%	-10%	-19%	29%	-8%	-9%	2%	0%
O=C(Cn1c(=O)n(-c2ccccc2Cl)c(=O)c2sc3ccccc3c21)NC1CCCCC1	-14%	22%	-7%	-6%	58%[activator]	1%	-26%	7%	-3%
C=CCNC(=S)NNC(=O)c1ccc(=O)n(Cc2ccc(Cl)cc2Cl)c1	?	18%	-2%	-10%	35%	-2%	-42%	-26%	14%
Cc1cc(C)n(-c2ccc(NC(=O)C3CCN(Cc4ccc(C)o4)CC3)cc2)n1	4%	-35%	-8%	-9%	18%	-3%	-1%	0%	-3%
COC(=O)C1=C(C(=O)c2ccccc2)C(c2ccc(O)c(OC)c2)n2nnnc2N1 (stereo unspecified)	-11%	-14%	-6%	-14%	1%	-2%	18%	-12%	-16%
COC(=O)c1cc2sccc2n1Cc1nc(-c2ccc(C)cc2)oc1C	?	5%	2%	-3%	18%	28%	15%	-2%	0%
Cc1ccc(CN(C)C(=O)c2cc(Br)c(Br)s2)o1	?	50µM*	-4%	-11%	34%[activator]	2%	-51%	-2%	-3%
Cc1ccc(N2C(=O)NC(NC(=O)C(C)(C)C)(C(F)(F)F)C2=O)cc1 (stereo unspecified)	0%	3%[57.1 µM]	-5%	-7%	22%	-2%	-1%	11%	1%
Cc1ccc(S(=O)(=O)NCC(=O)N(CC(=O)NCC2CCCO2)c2cccc(F)c2)cc1 (stereo unspecified)	-12%	10%	-3%	10%	35%	-13%	-8%	?	0%
C#CCOCCOCCOCCNc1nc(N2CCN(C(=O)[C@H]([C@@H](C)CC)n3cc(CCCCN)nn3)CC2)nc(N2CCN(C(=O)[C@H](C)n3cc(CCC(=O)O)nn3)CC2)n1	?	16%	-4%	-20%	7%	4%	2%	-1%	3%
O=C(Nc1nc(-c2cccs2)cs1)c1cccc(S(=O)(=O)N2CCCCC2)c1	?	9%	i	-29%	23%	19%	-12%	4%	6%
CNC(=O)CC1C(=O)N(C)C(=S)N1NC(=O)c1ccccc1 (stereo unspecified)	0%	-9%[57.1 µM]	8%	2%	28%	-6%	-11%	-2%	?
COc1cccc(C(=O)NCCS(=O)(=O)NCCc2ccc(OC)c(OC)c2)c1	25%	-6%	5%	-12%	31%	5%	-9%	2%	-11%
CCOc1ccc(C(=O)c2oc3ccccc3c2NC(=O)c2cc(-c3ccc(C)cc3)on2)cc1	-29%	26%	-6%	14%	45%[activator]	-5%	-8%	5%	0%
Cc1noc(C)c1C(=O)NNc1cc(Cl)ccc1Cl	?	24%	-1%	-8%	1%	7%	-19%	12%	47%[activator]
CCOc1ccccc1CNC(=O)c1ccc(NC(=O)N2CCSc3ncccc32)cc1	-27%	20%	1%	3%	38%	9%	-33%	1%	2%
CCCCC1NC(C(=O)O)CS1 (stereo unspecified)	?	53%	i	32µM*	?	-6%	5%	-4%	-10%
Cc1cc2cc(CNC(=S)Nc3ccc(OC(F)(F)F)cc3)ccc2[nH]1	32µM*	12%	-2%	?	27%	-1%	13%	-10%	-13%
COc1ccc(OC)c(S(=O)(=O)N2CCCC2C(=O)NC(C)c2ccccc2)c1 (stereo unspecified)	-21%	22%	2%	-3%	40%[activator]	-8%	17%	-10%	-3%
O=S1(=O)CC(O)C(N=Nc2c(O)n(Cc3ccccc3)c3ccccc23)C1 (stereo unspecified)	-2%	7%	i	-29%[11.4 µM]	?	-16%	-27%[11.4 µM]	-2%	?
CCOC(=O)N1CCN(C(=O)c2cc3c(s2)-c2ccccc2OC3)CC1	17%[57.4 µM]	-23%	-3%	8%	74%[activator]	-3%	-22%	8%	1%

Laid out differently: results already given
Below each SMILES: 12-LOX inh, TrxR1 inh, PGK inhibitor, JMJD2A Tudor, HP1b chromo inh, Pin1 inh, RGS4 inhibitor, ERG Ets-DNA blk, GLS inhibitor
- Cc1cc2cc(CNC(=S)Nc3ccc(OC(F)(F)F)cc3)ccc2[nH]1
  32µM*, 12%, -2%, ?, 27%, -1%, 13%, -10%, -13%
- CCOC(=O)N1CCN(C(=O)c2cc3c(s2)-c2ccccc2OC3)CC1
  17%[57.4 µM], -23%, -3%, 8%, 74%[activator], -3%, -22%, 8%, 1%
- Cc1ccc(N2C(=O)NC(NC(=O)C(C)(C)C)(C(F)(F)F)C2=O)cc1 (stereo unspecified)
  0%, 3%[57.1 µM], -5%, -7%, 22%, -2%, -1%, 11%, 1%
- COC(=O)C1=C(C(=O)c2ccccc2)C(c2ccc(O)c(OC)c2)n2nnnc2N1 (stereo unspecified)
  -11%, -14%, -6%, -14%, 1%, -2%, 18%, -12%, -16%
- Cc1ccc(S(=O)(=O)NCC(=O)N(CC(=O)NCC2CCCO2)c2cccc(F)c2)cc1 (stereo unspecified)
  -12%, 10%, -3%, 10%, 35%, -13%, -8%, ?, 0%

Next part:
SMILES	12-LOX inh	TrxR1 inh	PGK inhibitor	JMJD2A Tudor	HP1b chromo inh	Pin1 inh	RGS4 inhibitor	ERG Ets-DNA blk	GLS inhibitor
CN(CC(=O)Nc1ccccc1C(F)(F)F)C(=O)C1CCN(C(=O)c2ccc(Cl)cc2)CC1	-3%	-6%	-4%	-2%	24%	0%	-34%	-4%	-8%
COC(=O)c1nn(-c2c(C)n(C)n(-c3ccccc3)c2=O)cc1O	3%	30%	.	-14%	10%	-6%	9%	.	18%
CC(C)Nc1nc(NC(C)C)nc(C(=O)OCCO)n1	-12%	4%	6%	50µM*	30%	-8%	18%	-14%	2%
CC(=O)NCCOc1cccc2cccnc12	25%	11%	2%	-17%	28%	-4%	-13%	.	13%
COc1cc2c(cc1C1NC(=S)NC(C)=C1C(N)=O)CCCC2 (stereo unspecified)	-16%	3%	i	-12%	79%[activator]	-10%	-2%	-8%	0%
CCCC(=O)c1ccc(N2CCN(C(=O)c3ccccc3Br)CC2)c(F)c1	0%	-4%	-6%	-6%	37%	2%	30%	-6%	-3%
CCOc1cccc2cc(C(=O)NCCC3=CCCCC3)c(=O)oc12	?	20%[57.1 µM]	-9%	19%	22%	-1%	-21%	-3%	-14%
CC(C)CCNC(=O)C1CCN(Cc2cccc(OCc3ccccc3)c2)CC1	-20%	12%	-1%	10µM*	?	-7%	11%[56.9 µM]	4%	2%
CC(=O)c1cc(C#N)c(SCc2ccccc2C#N)nc1C	0%	1%	-6%	-27%	31%	13%	-13%	0%	2%
Cn1c(SCC(=O)Nc2nccs2)nnc1C1CC1	?	12%	-3%	1%	37%	-10%	-5%	-4%	0%
O=C(c1cc2ncc(Br)cn2n1)N1CCN(C(=O)c2ccco2)CC1	.	8%[57.1 µM]	-13%	?	3%	2%	-9%	9%	?
CCOC(=O)c1cnc2c(C)c(Cl)ccc2c1Nc1ccc(C)cc1C	-22%	6%	-6%	3%	49%[activator]	1%	23%	12%	-10%
O=C(CNC(=O)C12CC3CC(CC(C3)C1)C2)N/N=C\c1ccco1	?	4%	-3%	9%	41%[activator]	-10%	11%	1%	0%
Cc1ccc(CNC(=O)C(Cc2ccccc2)NS(=O)(=O)c2ccc3c(c2)CCC(=O)N3)cc1 (stereo unspecified)	-13%	6%	i	-19%	31%	1%	-2%	-3%	-1%
CCOC(=O)c1ccc(NC(=O)C2(S(=O)(=O)c3ccc(Cl)cc3)CC2)cc1	?	17%	-1%	4%	37%[activator]	1%	22%	-5%	1%
COc1ccc2[nH]cc(CCN=C(NC(=O)c3ccccc3C)Nc3nc(C)cc(C)n3)c2c1	-19%	12%	0%	?	35%	14%	0%	-1%	1%
Cc1ccc(C(C(=O)NC2CCCC2)N(C(=O)c2csnn2)C2CC2)cc1 (stereo unspecified)	29%	-6%	10%	-3%	23%	-4%	6%	10%	8%
Cc1ccccc1OC(C)c1nc(-c2ccccc2)no1 (stereo unspecified)	417%[activator]	-5%[57.1 µM]	0%	193%[activator]	188%	-6%	0%	-6%	-8%

A portion of the library (hit frequency here may not be typical).
